Source: PubChem BioAssay
CSN inh = inhibitors of CSN-mediated cullin deneddylation, primary screen, biochemical, fluorescence polarization, uHTS | COP9 signalosome complex subunit 5 (Homo sapiens), Q92905 | Purified CSN, SCF-Nedd8-OG deneddylation | inhibition, % at 12.5 µM | 360,000 tested, 0.38% active | AID 651999, 2013;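 active = pattern-corrected inhibition above about 35%, with an unprinted fluorescence ratio check between 0.5 and 1.5, limit read from the data, passing the limit was not always enough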;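 also: 0% = enzyme with substrate and 100% = substrate without enzyme; some results filed as inactive read as strong as hits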
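Schedule: reaction 90 min, room temperature / Assay system: HEK293T-derived human Csn5 enzyme / Input: Csn5 at 0.24 nM final / Measure: inhibition of Csn5 cleavage, % / Control set: substrate-only high control, full reaction low control / Technique: fluorescence polarization of the substrate / Buffer or medium: Tris/NaCl/DTT buffer, pH 7.5 / Reagent: SCFSkp2-Nedd8OG substrate at 10 nM final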
Neddylation inh = inhibitors of cullin neddylation, primary screen, biochemical, TR-FRET, uHTS, NAE and Ubc12; AID 651699, 2012; calls only at 25 µM; NEDD8-conjugating enzyme Ubc12 (Homo sapiens) + NEDD8-activating enzyme E1 regulatory …; 360,000 tested, 0.58% active; in the data active = inhibition above about 36%
Rpn11 block = Rpn11 (PSMD14) deubiquitinase inhibitors, primary screen, biochemical, fluorescence polarization, uHTS; 26S proteasome non-ATPase regulatory subunit 14 (Homo sapiens), O00487; human 26S proteasome, Ub4-pepOG fluorescence polarization; 20S core pre-blocked with epoxomicin; calls only at 20 µM; 360,000 tested, 0.59% active; AID 588493, 2011;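 active = inhibition at 20 µM, scaled to each plate's controls, above about 33%, limit read from the data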
SKN-1 inh = suppressors of acrylamide-induced Pgst-4::GFP reporter in worms, primary screen, SKN-1 inhibitor project, whole organism, uHTS, GFP/RFP fluorescence ratio, strain VP596; C. elegans VP596 Pgst-4::GFP/RFP ratio, 24 h; inhibition, % at 21.8 µM; 360,000 tested, 0.49% active;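 active = interference check ratio from 0.5 to 1.5 plus GFP to RFP signal ratio inhibition reaching or exceeding a fixed threshold, cut at about 30% in these data, passing the limit was not always enough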; also: some compounds called inactive have numbers as strong as hits
Rin1-Abl PPI inh = inhibitors of Rin1-Abl protein binding, primary screen, biochemical, TR-FRET | Tyrosine-protein kinase ABL1 (Homo sapiens) + Ras and Rab interactor 1 (Homo sapiens), … | 360,000 tested, 0.4% active | AID 588664, 2011 | inhibition, % at 7.35 µM; in the data active = inhibition above about 5%, passing the limit was not always enough
Target sequence (P00519 whole entry, looked up): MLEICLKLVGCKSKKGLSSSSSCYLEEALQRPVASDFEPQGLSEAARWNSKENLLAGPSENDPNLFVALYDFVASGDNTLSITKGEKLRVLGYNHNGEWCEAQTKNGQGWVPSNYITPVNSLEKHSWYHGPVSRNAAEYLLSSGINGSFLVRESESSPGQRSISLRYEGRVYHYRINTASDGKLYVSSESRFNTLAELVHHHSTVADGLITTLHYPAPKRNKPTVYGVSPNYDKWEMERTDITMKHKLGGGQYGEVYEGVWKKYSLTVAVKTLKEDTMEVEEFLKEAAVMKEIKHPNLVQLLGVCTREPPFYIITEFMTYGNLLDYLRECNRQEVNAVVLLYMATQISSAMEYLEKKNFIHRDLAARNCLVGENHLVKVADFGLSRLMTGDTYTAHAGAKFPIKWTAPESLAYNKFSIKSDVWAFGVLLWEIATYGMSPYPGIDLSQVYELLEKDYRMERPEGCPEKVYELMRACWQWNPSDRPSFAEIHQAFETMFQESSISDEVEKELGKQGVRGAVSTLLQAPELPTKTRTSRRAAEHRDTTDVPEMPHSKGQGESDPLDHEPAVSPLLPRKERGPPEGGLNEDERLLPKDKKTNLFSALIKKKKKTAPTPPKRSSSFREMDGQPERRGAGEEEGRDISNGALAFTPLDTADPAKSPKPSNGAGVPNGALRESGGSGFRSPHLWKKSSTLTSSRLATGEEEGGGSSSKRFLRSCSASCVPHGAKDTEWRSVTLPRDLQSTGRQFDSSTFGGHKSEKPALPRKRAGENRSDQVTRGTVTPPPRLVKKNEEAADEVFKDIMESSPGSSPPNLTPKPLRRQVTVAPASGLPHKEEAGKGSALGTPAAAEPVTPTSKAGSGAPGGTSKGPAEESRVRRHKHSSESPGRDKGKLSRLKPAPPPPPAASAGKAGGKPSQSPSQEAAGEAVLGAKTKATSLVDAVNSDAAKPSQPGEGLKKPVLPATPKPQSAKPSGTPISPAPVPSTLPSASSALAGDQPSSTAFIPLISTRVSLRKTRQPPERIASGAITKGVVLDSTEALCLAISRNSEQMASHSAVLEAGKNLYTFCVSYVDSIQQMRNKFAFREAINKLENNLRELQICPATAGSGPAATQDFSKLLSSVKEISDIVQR
Target sequence (Q13671 whole entry, looked up): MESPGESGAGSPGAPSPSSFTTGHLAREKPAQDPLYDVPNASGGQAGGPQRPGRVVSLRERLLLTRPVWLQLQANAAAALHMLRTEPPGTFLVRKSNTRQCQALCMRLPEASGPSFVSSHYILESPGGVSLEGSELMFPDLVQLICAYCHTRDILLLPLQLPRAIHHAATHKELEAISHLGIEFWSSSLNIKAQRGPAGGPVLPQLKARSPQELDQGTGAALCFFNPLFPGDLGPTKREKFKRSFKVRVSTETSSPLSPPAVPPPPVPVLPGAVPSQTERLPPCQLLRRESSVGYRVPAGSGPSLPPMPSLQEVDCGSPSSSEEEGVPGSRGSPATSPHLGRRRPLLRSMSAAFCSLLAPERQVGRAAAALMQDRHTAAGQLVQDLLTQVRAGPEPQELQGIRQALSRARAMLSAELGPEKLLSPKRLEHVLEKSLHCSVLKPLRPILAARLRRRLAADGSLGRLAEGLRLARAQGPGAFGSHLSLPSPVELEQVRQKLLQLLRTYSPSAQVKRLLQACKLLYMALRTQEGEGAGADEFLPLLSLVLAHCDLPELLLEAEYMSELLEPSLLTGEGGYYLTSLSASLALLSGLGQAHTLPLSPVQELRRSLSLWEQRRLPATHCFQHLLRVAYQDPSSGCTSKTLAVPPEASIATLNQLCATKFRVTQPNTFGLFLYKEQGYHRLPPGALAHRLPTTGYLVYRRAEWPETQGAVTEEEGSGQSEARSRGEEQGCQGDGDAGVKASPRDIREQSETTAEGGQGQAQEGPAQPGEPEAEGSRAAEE
NadD inh = inhibitors of S. aureus NadD, primary screen, biochemical, colorimetric, uHTS | 360,000 tested, 0.78% active | purified NadD enzyme, colorimetric absorbance read-out | AID 602399, 2012 | inhibition, % at 20 µM | Nicotinate-nucleotide adenylyltransferase NadD (Staphylococcus aureus N315); in the data active = inhibition above about 26%; also: some compounds past the cut are filed as inactive
MLLE-PAM2 inh = inhibitors of PABP1 MLLE–PAM2 peptide binding, primary screen, biochemical, fluorescence polarization, FITC-PAM2, GST-MLLE; 360,000 tested, 0.36% active; inhibition, % at 20 µM; in the data active = inhibition above about 35%, passing the limit was not always enough;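 also: plate controls were DMSO wells with GST-MLLE for no effect and wells lacking GST-MLLE protein for full effect; some results filed as inactive read as strong as hits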
MT1-MMP act inh = blockers of MT1-MMP proenzyme processing, primary screen, HT1080 RFP-PRO-GFP cells, GFP/RFP fluorescence | Matrix metalloproteinase-14 (Homo sapiens), P50281 | GFP/RFP ratio fluorescence, overnight; percent of plate control window, DMSO zero | GFP/RFP ratio change, % at 20 µM | 360,000 tested, 0.061% active;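 active = GFP/RFP ratio change of at least 30% with cell ATP level not reduced by more than half and red fluorescence within 50% of control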; also: strong numbers were not always called active
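Assay system: HT1080 RFP-PRO-GFP cells. Benchmarks: DMSO vehicle wells and RFP-L50D-GFP reporter cell wells. Times: overnight cell settling, then overnight compound exposure, 37 °C, 5% CO2. Compound: 20 µM single dose, 1% DMSO. Read-out basis: GFP/RFP fluorescence ratio.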
FAS-TE inh = FAS thioesterase domain inhibitors, primary screen, biochemical, fluorescence intensity, uHTS | recombinant FAS-TE, OMFH fluorogenic substrate, fluorescence endpoint | 360,000 tested, 0.67% active | Fatty acid synthase (Homo sapiens), P49327 | AID 602261, 2012 | inhibition, % at 15 µM;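 active = compounds whose normalised, plate-corrected inhibition of enzyme fluorescence in the single-dose primary screen is 50% or more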;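 also: 0% = DMSO with enzyme and 100% = substrate without enzyme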
The depositor's hits bear a star; i = inactive; . = not tested or not shown.

SMILES | CSN inh | Neddylation inh | Rpn11 block | SKN-1 inh | Rin1-Abl PPI inh | NadD inh | MLLE-PAM2 inh | MT1-MMP act inh | FAS-TE inh
COc1ccc(-n2nnnc2SCC(=O)c2cc3ccccc3o2)cc1 | 4 | i | i | -11 | -6 | -6 | -118 | -16 | -100
O=C1c2ccccc2C(=O)c2c1cccc2N1CCN(CCO)CC1 | -17 | i | i | -3 | -18 | -3 | 34 | -15 | -7
CC(C)=C1C2CCC1C1C(=O)N(c3nc(-c4ccccc4)c(C)s3)C(=O)C21 (configuration not stated) | -10 | i | i | -3 | 0 | -8 | 3 | -4 | 17
COc1ccc(NC(=O)O/N=C/c2ccc(N(C)C)cc2)cc1 | -1 | i | i | -18 | 0 | -7 | 13 | 3 | 7
Cc1cccc(NC(=O)Cc2noc3ccccc23)c1C | 3 | i | i | -17 | -1 | 0 | 5 | 6 | -10
O=C(NCc1ccccc1)C1CCCN1C(=O)Nc1ccccc1[N+](=O)[O-] (configuration not stated) | 2 | i | i | 21 | -1 | 3 | 4 | -1 | 0
C=Cc1ccc(Cn2c(C)c(C(=O)NCc3ccc4c(c3)OCCO4)sc2=O)cc1 | 0 | i | i | 4 | 2 | 2 | 7 | 4 | 16
CC1=NN(C(N)=S)C(=O)C1N=Nc1ccc([N+](=O)[O-])cc1 (configuration not stated) | 5 | i | i | -1 | -3 | 2 | 21 | 3 | 8
CCOc1cc(CNC2CCCC2)ccc1OCc1ccccc1Cl | 1 | i | i | 13 | 3 | -14 | 17 | 0 | -2
CN(C)S(=O)(=O)c1ccc(N2CCCC2)c(C(=O)NCC2CCCO2)c1 (configuration not stated) | 4 | i | i | 8 | 0 | -1 | 3 | -1 | -6
CC(CNC(=O)CCc1nnc2ccc(N3CCC4(CC3)OCCO4)nn12)c1ccccc1 (configuration not stated) | -1 | i | i | 13 | 1 | -2 | 1 | 0 | -5
Cc1ccc(C=C2C=C(c3ccccc3)OC2=O)cc1 | 4 | i | i | 9 | 3 | 4 | -30 | 6 | 2
O=C(CONS(=O)(=O)c1ccc(Cl)cc1)NCCNc1ncc(C(F)(F)F)cc1Cl | 0 | i | i | -15 | -3 | -8 | 15 | -1 | 12
COC(=O)C1CCN(C(=O)COC(=O)CNC(=O)c2ccc(Cl)cc2Cl)CC1 | -3 | i | i | 12 | -3 | 1 | 6 | -1 | -7
C#Cc1ccc([C@H]2C=C(C(=O)O)O[C@@H](OCc3ccc(CO)cc3)C2)cc1 | 6 | i | i | 18 | 1 | -5 | -8 | -5 | -8
CCOC(=O)C1=C(COC(=O)CNC(=O)c2cc(OC)c(OC)c(OC)c2)NC(=O)NC1C (configuration not stated) | -1 | i | i | 13 | -2 | 4 | -12 | -6 | -6
Cc1ccc(-c2noc(CCC(=O)Nc3cccc(C#N)c3)n2)cc1 | 0 | i | i | -7 | -3 | -6 | -8 | 7 | 10
C[C@@H]1CN([C@H](C)CO)C(=O)c2cc(/C=C/c3ccccc3)cnc2O[C@H]1CN(C)C(=O)NC1CCCCC1 | 4 | . | i | 4 | 0 | -1 | 5 | -4 | 1
CC(=O)Nc1ccc2oc(-c3ccccc3)nc2c1 | -5 | . | i | -4 | 0 | -2 | 0 | 1 | -4
O=C(Cc1ccc(Cl)cc1)Nc1cc(S(=O)(=O)N2CCOCC2)ccc1N1CCCC1 | 1 | i | i | 0 | 1 | 6 | -28 | -4 | 3
CCS(=O)(=O)Nc1cc2c3c(c1)CCC(=O)N3CCC2 | -1 | i | i | 2 | 0 | -1 | 8 | -2 | -8
O=C1CCN(CCCN2CCC(=O)N(Cc3ccccc3)C2=S)C(=S)N1Cc1ccccc1 | -4 | i | i | 2 | -6 | -13 | 10 | 1 | 19
CC(C)C(NC(=O)/C=C/c1cccc([N+](=O)[O-])c1)C(C)C | -9 | i | i | -2 | 3 | -3 | 20 | -3 | 31
O=C(Nc1nc2ccc(F)cc2s1)c1ccc(N2CCCC2=O)cc1 | -1 | i | i | 0 | 0 | 5 | -15 | 7 | -6
Cc1ccc(S(=O)(=O)N2C[C@H]3[C@H]4C(=O)N(C5CCCCC5)C(=O)[C@H]4CC(=O)[C@H]3[C@@H]2c2cccc3ccccc23)cc1 | 0 | i | i | 3 | -2 | 10 | -5 | -1 | 97*
COc1cc(NC(C)CCCN)c2ncccc2c1Oc1ccccc1 (configuration not stated) | 4 | i | i | 12 | 1 | 26 | -14 | -4 | -12
Cc1[nH]n(-c2ccccc2)c(=O)c1C1(C(F)(F)F)C(=O)N(c2ccc(F)cc2)C2=C1C(=O)CC(C)(C)C2 (configuration not stated) | 1 | i | i | 9 | 0 | 2 | -8 | -3 | -2
CC(=O)c1ccc(NC(=O)NC2CC(=O)N(c3ccc4c(c3)OCCO4)C2)cc1 (configuration not stated) | 0 | i | i | -5 | 1 | -6 | -6 | 4 | -7
Cc1ccc(N2C(=O)N(CC(=O)Nc3c(C)cc(C)cc3Cl)C(=O)C2C)cc1 (configuration not stated) | 0 | i | i | -3 | 1 | -1 | -27 | 7 | 8
CCN(CC)S(=O)(=O)c1cc(C(=O)NCCN2CCOCC2)ccc1Cl | -8 | i | i | -17 | 0 | -2 | 0 | 0 | -5
Cc1ccc(CNC(=O)C2CCCN(S(=O)(=O)c3cccnc3)C2)cc1 (configuration not stated) | -1 | i | i | 10 | -5 | -4 | -1 | 0 | 1
Cc1c2ccccc2cc(Cc2ccccc2)[n+]1C | -1 | i | i | 24 | -7 | 11 | -98 | -4 | -9
Cc1cc(=O)oc2cc(NC(=O)c3cc([N+](=O)[O-])ccc3N3CCOCC3)ccc12 | -3 | i | i | -6 | -8 | 1 | 4 | -3 | 31
O=C1C2C3CCC(O3)C2C(=O)N1c1cccc(O)c1 (configuration not stated) | 2 | i | i | -14 | 1 | 3 | 3 | 2 | -3
CCOc1ccc(OCCSc2nnnn2-c2ccccc2)cc1 | -1 | i | i | -7 | -1 | -2 | -4 | 2 | 20
COc1ccc(S(=O)(=O)N2CCOCC2)cc1C(=O)NCC(c1ccccc1)c1ccccc1 | 2 | i | i | -1 | 1 | -9 | 5 | -5 | 23
Cc1ccc(-n2nc3c(=O)n(CC(=O)NC(C)CCc4ccccc4)nc(C)c3c2C)cc1 (configuration not stated) | -1 | i | i | 8 | -1 | 1 | 8 | 7 | 5
Cc1cc(N2CCCC2)ccc1NC(=O)CN1C(=O)NC2(CCCCC2)C1=O | -4 | i | i | 13 | 2 | -3 | 11 | 4 | -8
COc1ccc(CN2CCN(Cc3ccc4cc(F)ccc4n3)CC2CCO)c(C)c1C (configuration not stated) | 3 | i | i | -5 | 2 | -1 | -15 | . | 2
CSc1nc(C)cc(SCC(=O)N/N=C/c2ccccc2)n1 | -1 | i | i | -14 | -6 | 3 | 6 | 0 | -7
COCCn1c(C)cc(C(=O)CSc2cc(C)c3ccc(OC)cc3n2)c1C | -22 | i | i | 6 | -4 | 6 | -1 | -7 | 15
O=[N+]([O-])c1ccc(N=Nc2ncc[nH]2)cc1 | 1 | i | i | 9 | 2 | -2 | 18 | -17 | 1
COc1ccc(CNC(=O)Nc2ccc3c(c2)c(=O)n(C)n3Cc2cccc(C(F)(F)F)c2)cc1 | -5 | . | i | 2 | 2 | -3 | -5 | -3 | 3
CC(C)C[C@@H]1Cc2[nH][nH]c(=O)c2[C@H](c2ccc(Cl)cc2)O1 | -1 | i | . | -6 | . | 4 | . | 9 | -17
CC1(C(=O)NS(=O)(=O)c2cccc(F)c2)CCN1C(=O)Cc1cccc2ccccc12 (configuration not stated) | 2 | i | i | 8 | -2 | -8 | -7 | 2 | -12

Rewritten with tabs: entries from further up
SMILES	CSN inh	Neddylation inh	Rpn11 block	SKN-1 inh	Rin1-Abl PPI inh	NadD inh	MLLE-PAM2 inh	MT1-MMP act inh	FAS-TE inh
COc1ccc(CN2CCN(Cc3ccc4cc(F)ccc4n3)CC2CCO)c(C)c1C (configuration not stated)	3	i	i	-5	2	-1	-15	.	2
CSc1nc(C)cc(SCC(=O)N/N=C/c2ccccc2)n1	-1	i	i	-14	-6	3	6	0	-7
COCCn1c(C)cc(C(=O)CSc2cc(C)c3ccc(OC)cc3n2)c1C	-22	i	i	6	-4	6	-1	-7	15

Carrying on.
SMILES | CSN inh | Neddylation inh | Rpn11 block | SKN-1 inh | Rin1-Abl PPI inh | NadD inh | MLLE-PAM2 inh | MT1-MMP act inh | FAS-TE inh
CN(C)/C(=N\S(=O)(=O)c1ccccc1)c1ccc(Cl)cc1 | -3 | i | i | -2 | 3 | -7 | 0 | -5 | -4
CCC(C)NC(=O)C1CCCN(C(=O)Nc2ccc(F)cc2)C1 (configuration not stated) | -15 | i | i | 3 | 2 | -2 | -8 | 2 | -5
Cc1cc(C(=O)CSc2nnc(-c3cccc(F)c3)n2N)c(C)n1Cc1ccc2c(c1)OCO2 | 18 | i | i | 11 | -1 | 16 | -36 | -4 | 7
O=S1(=O)C=C(Sc2nnc(-c3ccccc3)o2)c2ccccc21 | 1 | i | i | 2 | -5 | -6 | 8 | -4 | 20
CN(Cc1ccccc1)C(=O)Cn1cccc1C(=O)c1ccccc1 | 2 | i | i | 5 | 0 | 4 | -4 | -2 | 2
CCc1ccc(S(=O)(=O)N2CCN(c3ncccn3)CC2)cc1 | 6 | i | i | -5 | 0 | 4 | 0 | -1 | 16
N=c1c(C(=O)NC2CCCC2)cc2c(=O)n3ccccc3nc2n1CCCN1CCOCC1 | 4 | . | i | -6 | -5 | -7 | -15 | 0 | -7
O=C(CCCc1nc2ccccc2s1)NNC(=O)CCN1CCN(Cc2ccccc2)CC1 | -5 | i | i | -10 | -1 | -8 | -3 | 3 | -6
Cc1cc(C)n2cc(CSc3nnnn3-c3ccc(Cl)cc3)nc2n1 | 3 | i | i | -7 | 0 | 0 | -135 | 0 | 0
C#CCSc1nnc(-c2sc(-c3ccccc3)nc2C)n1C | -1 | . | i | 9 | -1 | 8 | -94 | -1 | -6
COCCCNC(=O)C[C@H]1C[C@H](C(=O)N2CCOCC2)[C@@]2(CCC3CCCC3)c3[nH]c4ccc(Cl)cc4c3CCN2C1=O | 0 | i | i | 2 | -4 | -6 | 1 | -6 | 86*
Cc1cccc(Nc2nnc(SCC(=O)NC3CCCc4ccccc43)s2)c1 (configuration not stated) | -4 | i | i | -1 | -1 | -1 | -10 | 3 | 8
O=C(c1ccc(Br)o1)N1CCN=C1SCc1cccc(F)c1 | 3 | i | i | 6 | 1 | -2 | 8 | 1 | 1
